From PubChem
ALDH1A1 inh – ALDH1A1 (human) enzyme inhibition. 220,000 tested, 7.3% active. Potency, µM (top dose mostly 75.3 µM), inactives show top-dose activity, negative = inhibition, usual class: inhibitors. Purified ALDH1A1, NADH fluorescence, propionaldehyde substrate. AID 1030; active = well fitted inhibition curve with a large enough effect, not every such curve was filed as active; inconclusive = small, poorly fitted or top-dose-only effect, or another doubt; inactive = no such curve, though single readings can be large or run the other way;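 note: plate controls were no enzyme wells and a reference inhibitor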
Target sequence (P00352 whole entry, looked up): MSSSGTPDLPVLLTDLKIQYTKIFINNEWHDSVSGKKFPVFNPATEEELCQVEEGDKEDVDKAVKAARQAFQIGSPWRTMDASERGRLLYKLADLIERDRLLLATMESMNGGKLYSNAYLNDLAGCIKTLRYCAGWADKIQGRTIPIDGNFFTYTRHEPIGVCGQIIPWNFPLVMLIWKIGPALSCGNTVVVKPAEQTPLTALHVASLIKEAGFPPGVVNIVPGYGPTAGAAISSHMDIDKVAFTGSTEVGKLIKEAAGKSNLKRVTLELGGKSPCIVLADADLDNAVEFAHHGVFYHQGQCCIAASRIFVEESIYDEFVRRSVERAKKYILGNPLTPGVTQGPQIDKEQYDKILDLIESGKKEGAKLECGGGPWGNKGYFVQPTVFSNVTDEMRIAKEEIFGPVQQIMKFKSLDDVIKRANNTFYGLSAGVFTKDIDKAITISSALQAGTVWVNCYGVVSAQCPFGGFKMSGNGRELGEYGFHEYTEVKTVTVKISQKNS
aGlu spleen mod – inhibitors or activators of human alpha-glucosidase in spleen homogenate; P10253; human spleen homogenate, 4-MU-alpha-glucoside fluorescence; Potency, µM (doses to about 79.9 µM), without a hit: at the top dose activity change, negative = inhibition, hits mostly inhibitors; 240,000 tested, 0.006% active; AID 2112;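 note: 0% = enzyme with vehicle and -100% = no enzyme basal signal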
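Compounds were titrated against alpha-glucosidase in spleen homogenate at pH 5.0, with 1 mM 4-methylumbelliferyl substrate for 40 min at 37 C. Reactions were quenched with pH 10 NaOH/glycine and fluorescence measured.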
GLA spleen mod – inhibitors or activators of human alpha-galactosidase in spleen homogenate | P06280 | human spleen homogenate, 4MU-alpha-Gal fluorescence, 40 min | Potency, µM (titrated, usually from 80 µM), inactives show at the top dose activity change, negative = inhibition, actives largely listed as inhibitors | 240,000 tested, 0.008% active | AID 2107;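 note: 0% = enzyme with vehicle and -100% = no enzyme basal signal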
Target sequence (P06280 32-429 limits assumed): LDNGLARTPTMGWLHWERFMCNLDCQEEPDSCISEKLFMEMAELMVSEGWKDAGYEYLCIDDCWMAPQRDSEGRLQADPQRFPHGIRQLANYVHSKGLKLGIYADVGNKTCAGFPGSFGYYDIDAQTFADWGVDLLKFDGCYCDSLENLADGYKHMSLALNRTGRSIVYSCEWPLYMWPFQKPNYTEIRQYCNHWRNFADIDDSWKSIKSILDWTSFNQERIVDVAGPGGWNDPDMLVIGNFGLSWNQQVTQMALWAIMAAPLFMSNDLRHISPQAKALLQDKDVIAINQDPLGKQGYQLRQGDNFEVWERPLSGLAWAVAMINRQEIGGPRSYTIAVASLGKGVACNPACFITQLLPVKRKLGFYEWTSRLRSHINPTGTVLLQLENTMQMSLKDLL
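Human spleen homogenate (1 ug) as enzyme source, 4-methylumbelliferyl-alpha-D-galactopyranoside 1 mM final, citrate/phosphate pH 5.0 with 0.01% Tween-20. Compounds 40 min at 37C, NaOH/glycine stop; fluorescence Ex 365/Em 440, Hill-fit AC50.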
Numbers without * were called inactive; ? = inconclusive; & = joins results of further samples. Unless noted, calls come from the whole dose curve; as a rule, active = well fitted curve in the direction sought with a large enough effect; inconclusive = small, poorly fitted or top-dose-only effect, or another doubt; inactive = no such curve, though single readings can be large; an effect the other way counts as inactive or inconclusive. Potency is the fitted concentration of half-maximal effect.

The line under a structure holds: ALDH1A1 inh	aGlu spleen mod	GLA spleen mod
- COc1ccc(-n2c(=O)c(C)nc3cnc(N4CCNCC4)nc32)cc1
 : ?	-4%	2%
- Cn1c(=O)cnc2cnc(Oc3ccccc3)nc21
 : ?	1%	0%
- O=C(c1cnccn1)N1CCC2(CCCN(C(c3ccccc3)c3ccccc3)C2)CC1
 : ?	-3%	-4%
- COc1ccc(Oc2ncc3nc(-c4ccccc4)c(=O)n(Cc4cccs4)c3n2)cc1
 : ?	0%	-8%
- O=C(c1cccc(F)c1)N1CCC2(CC1)CCN(C(c1ccccc1)c1ccccc1)CC2
 : -9%	8%	7%
- c1csc(CNc2nc(-c3ccc4c(c3)OCO4)nc3ccccc23)c1
 : ?	3%	5%
- Cc1nc2cnc(Oc3cccc(Cl)c3)nc2n(C[C@H]2CCCO2)c1=O
 : ?	2%	-5%
- CC(=O)N1CCC[C@@]2(CCN(c3ncccn3)C2)C1
 : -4%	8%	-2%
- CN(C)c1ncc2ncc(=O)n(C3CC3)c2n1
 : -7%	-7%	9%
- CCNc1ncc2nc(-c3cccs3)c(=O)n(CCC#N)c2n1
 : ?	2%	?
- Cc1noc(C)c1C(=O)N1CCC[C@@]2(CCN(Cc3nccs3)C2)C1
 : 1%	9%	4%
- COc1ccccc1CNc1ccnc(-c2ccccc2OC)n1
 : -2%	-4%	-1%
- CS(=O)(=O)N1CCC2(CCCN(Cc3ccc(C#N)cc3)C2)CC1
 : 3%	-14%	-10%
- CS(=O)(=O)N1CCC2(CC1)CN(Cc1nccs1)C2
 : 2%	3%	-9%
- CS(=O)(=O)N1CCC2(CCN(Cc3nccs3)CC2)CC1
 : 14%	2%	-13%

Four compounds from above, showing only ALDH1A1 inh:
SMILES	ALDH1A1 inh
c1csc(CNc2nc(-c3ccc4c(c3)OCO4)nc3ccccc23)c1	?
CN(C)c1ncc2ncc(=O)n(C3CC3)c2n1	-7%
O=C(c1cnccn1)N1CCC2(CCCN(C(c3ccccc3)c3ccccc3)C2)CC1	?
CC(=O)N1CCC[C@@]2(CCN(c3ncccn3)C2)C1	-4%

(more compounds)
The line under a structure holds: ALDH1A1 inh	aGlu spleen mod	GLA spleen mod
- CN(C)c1ncc2nc(-c3cccs3)c(=O)n(-c3ccccc3)c2n1
 : ?	-10%	22%
- O=c1c(-c2cc(F)cc(F)c2)nc2cnc(N3CCNCC3)nc2n1Cc1ccc(F)cc1
 : ?	-3%	11%
- CC(C)N(C)C
 : 7%	10%	11%
- COC(=O)CCC(=O)OC
 : 5%	-11%	1%
- CN(C)c1ncnc2ccc(-c3cccc(NS(C)(=O)=O)c3)cc12
 : 27%	11%	11%
- COC(=O)N1CCC2(CCN(C(=O)NC(C)C)CC2)CC1
 : 5%	-1%	-3%
- N#Cc1cccc(NC(=O)N2CCCC3(CCN(C(=O)c4ccco4)CC3)C2)c1
 : 22µM*	-6%	-2%
- O=C(c1ccco1)N1CCC[C@@]2(CCN(c3cccc(-c4ccccc4)c3)C2)C1
 : ?	-7%	1%
- Clc1ccccc1-c1nc(NCc2cccs2)c2ccccc2n1
 : ?	4%	1%
- NCCN
 : 5%	1%	6%
- Nc1cccc(C(F)(F)F)c1
 : 6%	7%	2%
- O=C(c1csnn1)N1CCC[C@@]2(CCN(C(c3ccccc3)c3ccccc3)C2)C1
 : -1%	1%	1%
- COc1ccc(NC(=O)N2CC[C@@]3(CCCN(C(=O)c4cnccn4)C3)C2)cc1
 : -2%	-7%	-1%
- O=C(Nc1cccc(F)c1)N1CC2(CCN(C(=O)c3ccncc3)CC2)C1
 : -9%	6%	-4%
- N#Cc1cccc(NC(=O)N2CC[C@@]3(CCCN(C(=O)c4ccco4)C3)C2)c1
 : ?	-8%	9%

Full records, quoted from the list. Order of values: ALDH1A1 inh	aGlu spleen mod	GLA spleen mod
CC(C)N(C)C across the screens: 7%	10%	11%
NCCN across the screens: 5%	1%	6%

Next structures follow.
The line under a structure holds: ALDH1A1 inh	aGlu spleen mod	GLA spleen mod
- O=C(c1ccco1)N1CCC2(CC1)CCN(c1ccc(-c3ccccc3)cc1)CC2
 : -5%	-3%	1%
- C(=C/c1ccccc1)/c1ccccc1
 : -11%	0%	6%
- CN1CCN(c2ncc3nc(-c4ccc(Cl)cc4)c(=O)n(C)c3n2)CC1
 : ?	24%	?
- CC(=O)N1CCC2(CC1)CN(c1ccccc1)C2
 : 16µM*	5%	-1%
- CC(=O)NCCNc1nc(-c2cccc(C#N)c2)nc2ccccc12
 : -8%	4%	-2%
- C=CCOC(=O)CCCCCCCC
 : -3%	-1%	5%
- C=CC(=O)OCCOCCOCCOCCOC(=O)C=C
 : ?	4%&-7%	0%&-11%
- COc1ccc(NC(=O)N2CC[C@@]3(CCCN(C(=O)c4ccncc4)C3)C2)cc1
 : -5%	-6%	-13%
- O=C1CCC(=O)O1
 : -12%	-4%	4%
- COc1ccccc1CN1CCCC2(CCN(C(=O)c3ccncc3)CC2)C1
 : ?	-5%	-7%
- COc1ccc(-c2nc3cnc(N4CCNCC4)nc3n(CCC#N)c2=O)cc1
 : ?	-2%	20%
- O=C(c1csnn1)N1CCC2(CCCN(Cc3ccccc3)C2)CC1
 : 0%	6%	1%
- COc1ccc(-n2c(=O)c(C)nc3cnc(Nc4cccc(OC)c4)nc32)cc1
 : ?	-8%	-4%
- O=S(=O)(c1ccccc1)N1CCC2(CCCN(Cc3cc(C(F)(F)F)cc(C(F)(F)F)c3)C2)CC1
 : ?	-5%	-3%
- CCNc1ncc2nc(C)c(=O)n(CCC#N)c2n1
 : ?	?	?
- COc1ccc(CNc2ccnc(-c3ccccc3CN(C)C)n2)c(OC)c1
 : 0%	2%	-19%
- COCCn1c(=O)c(-c2ccc(F)cc2)nc2cncnc21
 : -9%	-6%	-3%
- COc1ccc(Oc2ncc3nc(-c4ccccc4)c(=O)n(C[C@H]4CCCO4)c3n2)cc1
 : ?	1%	5%
- C/C=C1\C(=O)C[C@H]2[C@@H]3CCC4=CC(=O)CC[C@]4(C)[C@H]3CC[C@]12C
 : ?	7%	11%
- N#Cc1cccc(NC(=O)N2CCCC3(CCN(C(=O)c4cccc(F)c4)CC3)C2)c1
 : -11%	4%	5%
- O=C(c1cnccn1)N1CCC2(CC1)CN(Cc1cc(C(F)(F)F)cc(C(F)(F)F)c1)C2
 : 4%	-10%	-17%
- Clc1cc(Cl)c(Cl)c(Cl)c1Cl
 : 3%	3%	12%
- O=C(Nc1cccc(F)c1)N1CC2(CCN(C(=O)c3cnccn3)CC2)C1
 : 1%	1%	5%
- O=[N+]([O-])c1ccc2nc[nH]c2c1
 : 11%	0%	11%
- COc1ccccc1-c1ccc2ncnc(NC3CC3)c2c1
 : -4%	4%	-6%
- Clc1ccccc1-c1nccc(NCc2ccccc2)n1
 : ?	3%	0%
- O=C1O[C@H]([C@@H](O)CO)C(O)=C1O
 : 0%	-12%	2%
- Cc1nc2cnc(N(C)C)nc2n(C2CC2)c1=O
 : ?	1%	11%
- COCCn1c(=O)c(-c2cc(F)cc(F)c2)nc2cnc(OCc3ccccc3)nc21
 : ?	8%	7%
- N#Cc1cccc(NC(=O)N2CCCC3(CCN(C(=O)c4cc(C(F)(F)F)cc(C(F)(F)F)c4)CC3)C2)c1
 : 0%	2%	-27%
- CS(=O)(=O)Nc1cccc(-c2ccc3ncnc(NCCN4CCOCC4)c3c2)c1
 : 22%	-2%	1%
- Cc1noc(C)c1-c1cc(NC2CCNCC2)ncn1
 : ?	11%	2%
- C=CC(=O)OCCOCCOC(=O)C=C
 : 25µM*	-5%	-1%
- O=C1c2ccccc2C(=O)C1(O)O
 : 1.2µM*	-8%	-4%
- N#Cc1cccc(-c2cncnc2NCc2cccnc2)c1
 : ?	3%	3%
- CN1CCN(c2ncc3nc(-c4cccs4)c(=O)n(CCC#N)c3n2)CC1
 : ?	5%	?
- O=S(=O)(c1ccccc1)N1CCC[C@@]2(CCN(c3cccc(-c4ccccc4)c3)C2)C1
 : -5%	-8%	4%
- COC(=O)N1CCC2(CC1)CCN(c1ncccn1)CC2
 : 4%	10%	11%
- c1ccc2c(NC3CC3)nc(-c3ccoc3)nc2c1
 : -2%	2%	1%
- Cc1cccnc1
 : -6%	0%	-11%
- BrC(Br)C(Br)Br
 : 12%	-5%	-12%
- O=S(=O)(c1ccccc1)N1CCC2(CCN(c3ccncc3)CC2)CC1
 : -2%	-14%	-14%
- CN1CCC2(CC1)CCN(C(=O)c1cc(C(F)(F)F)cc(C(F)(F)F)c1)CC2
 : 6%	-5%	-9%
- FC(F)(F)c1ccccc1-c1cncnc1NCc1ccccc1
 : ?	6%	1%
- O=C(c1cnccn1)N1CCC2(CCCN(c3cccc(-c4ccccc4)c3)C2)CC1
 : -1%	-5%	-2%
- O=C(c1ccco1)N1CCC2(CC1)CN(c1ccc(-c3ccccc3)cc1)C2
 : -8%	-11%	-15%
- CCNc1ncc2nc(C)c(=O)n(CCOC)c2n1
 : ?	?	?
- c1ccc2c(N3CCOCC3)nc(-c3ccoc3)nc2c1
 : ?	12%	8%
- O=C(Nc1cccc(F)c1)N1CC[C@@]2(CCCN(C(=O)c3csnn3)C2)C1
 : -7%	-4%	5%
- O=c1c(-c2cccs2)nc2cnc(Oc3cccc(Cl)c3)nc2n1C[C@H]1CCCO1
 : ?	18%	?
- Cn1c(=O)c(-c2cc(F)cc(F)c2)nc2cnc(N3CCNCC3)nc21
 : ?	6%	?
- CS(=O)(=O)Nc1cccc(-c2ccc3ncnc(N4CCOCC4)c3c2)c1
 : 6%	-9%	0%
- O=C(c1csnn1)N1CCC[C@@]2(CCN(c3cccc(-c4ccccc4)c3)C2)C1
 : ?	-4%	2%
- CCNc1ncc2nc(-c3ccc(F)cc3)c(=O)n(CCOC)c2n1
 : ?	-2%	19%
- CN1CCCC2(CCN(C(=O)c3cccn3C)CC2)C1
 : 12%	7%	-3%
- COc1ncc2nc(C)c(=O)n(CCc3ccccc3)c2n1
 : ?	-7%	6%
- O=c1c(-c2ccc(Cl)cc2)nc2cnc(N3CCNCC3)nc2n1CCc1ccccc1
 : ?	-7%	-6%
- O=C(c1ccco1)N1CCC2(CCN(Cc3cc(C(F)(F)F)cc(C(F)(F)F)c3)CC2)CC1
 : ?	-14%	-1%
- O=C(c1csnn1)N1CCC2(CCCN(c3ccccn3)C2)CC1
 : ?	-7%	1%
- CNc1cc(-c2c(C)noc2C)ncn1
 : 17%	4%	-16%

(next part)
The line under a structure holds: ALDH1A1 inh	aGlu spleen mod	GLA spleen mod
- NC(=O)/N=N/C(N)=O
 : 0.45µM*	-1%	-5%
- Cn1cccc1C(=O)N1CCC2(CCCN(C(=O)Nc3ccccc3)C2)CC1
 : -5%	-9%	2%
- CCN(CC)c1cccc(O)c1
 : ?	2%	-1%
- CN(C)c1ncc2nc(-c3ccc(Cl)cc3)c(=O)n(-c3ccccc3)c2n1
 : ?	17%	11%
- COc1ccc(Oc2ncc3ncc(=O)n(CCC#N)c3n2)cc1
 : 0%	0%	-4%
- CS(=O)(=O)N1CCC2(CCN(c3ccccc3)CC2)CC1
 : 8%	-10%	2%
- Cc1cnc(CNc2ccnc(-c3cccc(NS(C)(=O)=O)c3)n2)cn1
 : 9%	0%	?
- COc1ccc(C(=O)N2CCC3(CCN(Cc4ccccc4OC)CC3)CC2)cc1
 : 9%	-13%	1%
- CN(C)CCCCl
 : 8%	2%	-4%
- N#Cc1cccc(NC(=O)N2CCC3(CC2)CCN(C(=O)c2csnn2)CC3)c1
 : ?	4%	0%
- Cc1nc2cnc(N3CCN(C)CC3)nc2n(CCC#N)c1=O
 : ?	-13%	10%
- Fc1ccc(Nc2nc(-c3ccoc3)nc3ccccc23)cc1
 : ?	5%	4%
- O=C(Oc1ccccc1)N1CCC[C@@]2(CCN(c3ccccn3)C2)C1
 : ?	-9%	-4%
- COc1cccc(-c2ccc3ncnc(NCc4ccc(OC)cc4OC)c3c2)c1
 : ?	0%	-4%
- CN(C)Cc1ccccc1-c1nccc(N(C)Cc2ccco2)n1
 : -8%	9%	8%
- O=C(c1cnccn1)N1CCC2(CC1)CCN(C(c1ccccc1)c1ccccc1)CC2
 : -1%	-10%	0%
- CCC(O)C(C)(C)C (centres undefined)
 : -3%	6%	6%
- C=C(C)C(=O)OCC(C)C
 : -5%	-7%	3%
- COc1ccc(-n2c(=O)c(CCc3ccccc3)nc3cnc(N4CCN(C)CC4)nc32)cc1
 : -11%	-11%	1%
- CN(C)c1ncc2ncc(=O)n(CCc3ccccc3)c2n1
 : ?	-3%	1%

The list is partial. The share of hits here may be higher or lower than overall.
